# From PubChem
# KAT2A inh – qHTS Assay for Inhibitors of GCN5L2; 390,000 compounds, 0.21% hits; GCN5L2 HAT assay, ThioGlo1 CoA-SH fluorescence; Histone acetyltransferase KAT2A (Homo sapiens), Q92830; Potency, µM (doses to about 58.9 µM), for the others: at the highest dose activity change, negative = inhibition, hits mostly inhibitors
# Target sequence (Q92830 whole entry, looked up): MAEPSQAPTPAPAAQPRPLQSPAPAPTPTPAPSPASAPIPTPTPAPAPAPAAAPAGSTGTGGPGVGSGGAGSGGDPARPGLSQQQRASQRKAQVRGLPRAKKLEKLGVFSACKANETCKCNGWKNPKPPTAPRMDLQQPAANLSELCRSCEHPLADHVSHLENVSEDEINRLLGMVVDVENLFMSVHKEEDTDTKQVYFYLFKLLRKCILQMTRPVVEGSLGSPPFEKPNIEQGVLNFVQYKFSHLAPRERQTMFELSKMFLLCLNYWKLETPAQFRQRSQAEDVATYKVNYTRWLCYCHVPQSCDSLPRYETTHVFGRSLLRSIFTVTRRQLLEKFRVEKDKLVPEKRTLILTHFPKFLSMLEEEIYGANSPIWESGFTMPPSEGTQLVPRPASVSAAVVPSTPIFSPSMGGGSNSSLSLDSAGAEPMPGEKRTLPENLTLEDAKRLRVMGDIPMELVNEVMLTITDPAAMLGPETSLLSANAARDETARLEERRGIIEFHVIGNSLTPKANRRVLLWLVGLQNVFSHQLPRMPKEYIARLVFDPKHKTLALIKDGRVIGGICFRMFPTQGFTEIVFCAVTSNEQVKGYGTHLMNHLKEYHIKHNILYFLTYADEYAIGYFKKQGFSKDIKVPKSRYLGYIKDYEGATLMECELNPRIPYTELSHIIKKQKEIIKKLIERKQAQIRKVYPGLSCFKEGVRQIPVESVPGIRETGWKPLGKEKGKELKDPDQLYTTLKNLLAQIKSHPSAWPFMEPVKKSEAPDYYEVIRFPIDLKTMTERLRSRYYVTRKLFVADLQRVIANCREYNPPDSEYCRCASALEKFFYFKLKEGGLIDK
#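 Titration-based screen in which CoA formation is detected via maleimide probe ThioGlo1 (50uM) turning fluorescent on thiol reaction; substrates H3(1-25) 75uM and acetyl-CoA 70uM, GCN5L2 20nM, 20 min incubation at room temperature.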
# FEN1 inh – qHTS Assay for the Inhibitors of Human Flap endonuclease 1 (FEN1); AID 588795, 2011; 390,000 compounds, 0.35% hits; Potency, µM (series often up to 114 µM), without a hit: at the highest dose activity change, negative = inhibition, usual class: inhibitors; Recombinant FEN1 flap cleavage, fluorescence, 15 min; P39748; also: nearly all actives have a fitted effect of over 65% in size
#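 Compounds are tested as a concentration series against 10 nM FEN1; after a 15 min room-temperature preincubation, 50 nM substrate starts cleavage, with plate reads at 0 and 15 min. Normalized responses are fitted by a Hill equation.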
# DT40 TDP1 CPT – qHTS for Inhibitors of human tyrosyl-DNA phosphodiesterase 1 (TDP1): qHTS in cells in presence of CPT; chicken DT40 Tdp1-/-;hTDP1 cells + 20 nM CPT, ATP luminescence, 48 h; Potency, µM (series often up to 46.2 µM), inactives show top-dose activity change, negative = growth inhibition, actives largely listed as inhibitors; 420,000 compounds, 12% hits; AID 686979, 2013; also: nearly all actives have a fitted effect of over 55% in size
#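 Chicken DT40 Tdp1-/- cells stably complemented with human TDP1 were seeded at 400 cells/well in medium containing 20 nM camptothecin, exposed to pin-transferred compounds, and grown at 37 °C for at least 48 hr. Viability was read as ATP luminescence.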
# Starred values were filed as active, the others as inactive; ? = inconclusive; . = no result given; & = joins results of further samples; [ ] = remark or other dose. Calls follow the shape of the dose curve; as a rule, active = well fitted curve in the direction sought with a large enough effect; inconclusive = small, poorly fitted or top-dose-only effect, or another doubt; inactive = no such curve, though single readings can be large; an effect the other way counts as inactive or inconclusive. % is scaled to controls: 0 for no effect and ±100 for the full control effect; potency is read from the fitted curve at half-maximal effect. A portion of the library, so the mix of outcomes need not match the whole.
compound	KAT2A inh	FEN1 inh	DT40 TDP1 CPT
CC(=O)NCCC(=O)Nc1nc2c(ccc3ccccc32)s1	-17%	-7%	5%
CCCN(CCC)C(=O)CC(c1ccccc1)c1ccco1 (stereo unspecified)	-11%	2%	?
COc1ccc(Cn2c(=O)c3oc4ccccc4c3n(Cc3cccc(C)c3)c2=O)cc1	-3%	-10%	-13%
O=C(CCc1ccccc1)Nc1ccccc1OC(=O)c1ccccc1	.	6%	?
O=C(Nc1ccccc1-c1nnc(SCc2ccccc2Cl)o1)c1ccccc1	1%	9%	?
O=C(Cn1nnc2ccccc21)N/N=C\c1cccs1	3%	-5%	-4%
C[C@@H](NCCCc1cccc(C(F)(F)F)c1)c1cccc2ccccc12	-13%	1%	9.4µM*
O=C(CSc1cn[nH]n1)Nc1ccc(Cl)cc1Cl	3%	-14%	6%
O=C(N/N=C/c1cccnc1)c1ccccc1Cl	-11%	-12%	4%
O=C(O)c1cc(S(=O)(=O)NCCOc2ccccc2)ccc1Cl	-3%	-2%	-3%
CCN(C[C@H]1N[C@@](C)(C(=O)OC)[C@H]2C(=O)N(Cc3ccccc3)C(=O)[C@@H]12)C(=O)Nc1ccc(C)cc1	-6%	13%	-3%
Cc1[nH]c(-c2ccco2)nc1C(=O)O	-13%	5%	-17%
COc1ccc(CCNc2cc(-c3ccccc3)nc3ncnn23)cc1	-9%	-3%	23µM*
COc1ccccc1-c1noc(-c2ccc(NC(C)C)c([N+](=O)[O-])c2)n1	-4%	-2%	?
Cc1ccc(Cl)cc1NC(=O)C(=O)NCCc1sc(-c2ccc(F)cc2)nc1C	10%	-5%	?
CSc1nnc2c3c4c(sc3nc(-n3nc(C)cc3C)n12)COC(C)(C)C4	-10%	3%	?
Cc1ccc(NC(=O)CN(C)C(=O)CSc2n[nH]c(N)n2)cc1	-14%	-4%	4%
COc1cccc(C(=O)NCCc2csc3nc(-c4ccccc4F)nn23)c1OC	-8%	17%	26µM*
CCCCn1c(O)c(N=NC(=O)Cn2c(C(F)(F)F)nc3ccccc32)c2ccccc21	1%	-9%	?
COc1cccc(NC(=O)C2CCN(S(=O)(=O)c3ccc4c(c3)N(C(C)=O)CCO4)CC2)c1	-5%	-13%	-19%
CCCSc1nc(-c2ccccc2)cc(C(F)(F)F)c1C#N	-10%	-3%	?
OCc1c(Cl)nc2ccccn12	1%	-17%	-19%
COc1ccc(OCC(NS(=O)(=O)c2ccc(-n3cnnn3)cc2)C(C)C)cc1 (stereo unspecified)	-6%	-4%	-22%
COc1ccc(CNC(=O)CCc2ccc(S(=O)(=O)N3CCCCCC3)cc2)cc1	-1%	-17%	?
CCOC(=O)c1cnc2c(Cl)c(Cl)ccc2c1N1CCN(C)CC1	-7%	-12%	-22%
Cc1cccc(N=C/C(C(=O)C(F)(F)F)=C(\O)c2ccco2)c1	3%	-7%	1%
COc1ccc(CC(=O)N/N=C(\C)CC(=O)Nc2ccc(N(C)C)cc2)cc1	-3%	1%	?
CCn1c(SC)nnc1-c1ccc(S(=O)(=O)N2CCCCC2)cc1	.	2%	?
COC(=O)c1scc(-c2ccc(C)cc2)c1S(=O)(=O)Nc1ccc(NC(C)=O)cc1	-5%	0%	18µM*
O=P(OC1CCCCC1)(OC1CCCCC1)C(Nc1ccccc1)c1cccnc1 (stereo unspecified)	-8%	-10%	?
CCNS(=O)(=O)c1ccc(NS(=O)(=O)c2cc(C)ccc2C)cc1	3%	-2%	5%
CCC(=O)N1CCN=C1SCc1c(F)cccc1Cl	-6%	-17%	-26%
CCc1c2ccccc2nn1-c1ccccc1C(=O)C(C)=O	-10%	4%	16%
NS(=O)(=O)c1ccc(NC(=O)NC2CCCCC2)cc1	-3%	2%	0%
COc1cc(N)ccc1NC(=O)c1cc2ccccc2o1	12%	-5%	-6%
COc1ccc(C(=O)NCc2ccncc2)cc1OC	12%	12%	3%
COC(=O)c1ccccc1NC(=O)CSc1nc(C)c(Cl)c(C)c1C#N	-4%	-7%	-18%
COC(=O)N1CCC2(CCN(C(=O)NC(C)C)CC2)CC1	-14%	.	13%
O=C(CSc1nc(Nc2ccccc2)c2ccccc2n1)c1ccc(Cl)cc1	-13%	-6%	13µM*
NC(=O)C1CC(=O)N(c2ccc(OCc3ccc(Cl)cc3Cl)cc2)C1 (stereo unspecified)	-3%	9%	-25%
CC[N+](C)(CC)CC(=O)Nc1c(C)cccc1C	?	.	-1%
CCCCCCCCCCC[C@@H](C[C@@H]1OC(=O)[C@H]1CCCCCC)OC(=O)[C@H](CC(C)C)NC=O	-10%&0%	7%	?
Cc1nc2nc(COc3ccccc3)nn2c(C)c1Cl	-2%	-2%	1%
Cc1cccc(N2CCN(C(=O)n3ccnc3)CC2)c1C	0%	5%	?
COC(=O)c1cc(C(=O)OCC(=O)NC2CCS(=O)(=O)C2)cc([N+](=O)[O-])c1 (stereo unspecified)	1%	4%	0%
Cc1ccc(CCNC(=O)CCn2ccc3cc(S(=O)(=O)N4CCCC4)ccc32)cc1	-6%	7%	?
CCCCC(=O)Nc1ccc(C(=O)NNC(=O)c2ccc(C)c(Br)c2)cc1	-24%	-14%	7%
COc1ccc(CC2(CO)CCN(Cc3cccc4nccnc34)CC2)cc1	0%	-5%	2%
CCCCNc1nnc(SCC(=O)N2CCN(S(=O)(=O)c3ccc4ccccc4c3)CC2)s1	0%	3%	?
CC(=O)c1sc(-c2ccccc2)cc1N	-3%	-5%	32%[activator]
Fc1ccc(F)c(CNc2ncnc3cc(Cl)ccc23)c1	-7%	-5%	15µM*
Cc1cc(NC(=O)CC(C)C)c(=O)n(Cc2ccccc2F)c1	-4%	12%	?
CCOC(=O)c1c(NC(=O)c2ccc(S(=O)(=O)N3CCOCC3)cc2)sc2c1CCN(C)C2	-4%	-1%	-26%
COC(=O)Cc1c(C)c2cc(Cl)c(OC(=O)c3ccco3)cc2oc1=O	-13%	3%	6%
O=C(CSc1ccsc1[N+](=O)[O-])NCCc1ccccc1	-10%	4%	-30%
COc1ccc(/C(O)=C2/C(=O)C(=O)N(CCN(C)C)C2c2ccc(C)cc2)cc1Cl (stereo unspecified)	-10%	6%	-6%
CC(C)(C)S(=O)N1Cc2ccc(CO)cc2[C@H]1CCO (stereo partly specified)	.	-1%	-28%
C=C(CCO)C1=CCN(S(=O)C(C)(C)C)[C@@H]1CCO (stereo partly specified)	.	8%	-3%
O=C(Nc1nc2n(n1)C(c1ccc(F)cc1)CC(c1ccccc1)N2)c1ccco1 (stereo unspecified)	-1%	5%	-15%
N#CC1=C(N)OC2=C(C(=O)CCC2)C1c1cc2c(cc1Cl)OCO2 (stereo unspecified)	-3%	-16%	11%

# Carrying on.
compound	KAT2A inh	FEN1 inh	DT40 TDP1 CPT
COCCNC(=O)c1cc2nc(-c3ccc(F)cc3)cc(C(F)(F)F)n2n1	0%	-3%	1%
O=C(Nc1ccccc1)Nc1ccccc1-n1ccnc1	11%	5%	2%
COc1cc(OC)c(/C=C/c2ccnc3ccccc23)c(OC)c1	.	?	10µM*
Cc1ccc(/C=C/C(=O)Nc2cccnc2)o1	-18%	-2%	-24%
CN(C)CCCNc1oc(-c2ccccc2)nc1C#N	-14%	1%	-2%
Cc1ccc2c(C)c(C(=O)N3CCN(Cc4ccc5c(c4)OCO5)CC3)oc2c1C	-16%	0%	?
C=CCn1c(SCC(=O)NCc2ccccc2)nnc1-c1ccccc1O	-3%	-5%	-28%
O=C1NNC(c2ccccc2)=N/C1=C\c1ccccc1Cl	2%	2%	7%
Cc1ccc(S(=O)(=O)N2CCCCC2C(=O)NCc2ccco2)cc1 (stereo unspecified)	0%	2%	?
N#Cc1ccccc1CSc1ccc(-c2nc3ccccc3[nH]2)cn1	-12%	-19%	?
CN(C)C(CNC(=O)c1cc(S(=O)(=O)N2CCOCC2)ccc1Cl)c1cccs1 (stereo unspecified)	.	-5%	?
Cc1ccc(C(=O)N2c3ccccc3N(Cc3ccccc3)C(=O)C2(C)C)cc1	-23%	-9%	15µM*
CC1Sc2ccc(S(=O)(=O)CCC(=O)NCc3ccccc3)cc2NC1=O (stereo unspecified)	-4%	9%	?
COc1ccc(OC)c(Nc2nc(NCCCN(C)C)nc(N)c2[N+](=O)[O-])c1	-2%	13µM*	4.6µM*
Clc1ccc(-c2n[nH]c3c2CCCC3)cc1	-17%	-5%	12%
CCn1cc(C(=O)NCCC(C)C)c(=O)c2cc(S(=O)(=O)N(C)C3CCCCC3)ccc21	-5%	16%	-21%
CC1CCCCN1S(=O)(=O)c1cc2c3c(c1)CC(=O)N3CCC2 (stereo unspecified)	1%	20%	-18%
NNc1ccc2c(C(F)(F)F)cc(C(F)(F)F)nc2n1	1%	12%	?
O=C(NC1CCCC1)c1cc(-c2ccc(F)cc2)on1	-4%	-5%	-30%
NC(=O)C(CCC(=O)c1ccc(Br)cc1)S(=O)(=O)c1ccccc1 (stereo unspecified)	-3%	1%	-5%
CC(=O)Nc1ccc(NC(=O)C(C)OC(=O)COc2ccc(Nc3ccccc3)cc2)cc1 (stereo unspecified)	-4%	-2%	?
COc1ccc(/C=C(/C#N)c2nc(-c3ccc(-c4ccccc4)cc3)cs2)cc1OC	4%	3%	?
Cc1ccc(C)c(N2CCN(S(=O)(=O)c3cccc4cccnc34)CC2)c1	-10%	10%	0%
COC(=O)c1ccccc1NC(=S)NC(=O)COc1ccccc1	2%	2%	-18%

# Reformatted: results already given
# Each structure is followed by: KAT2A inh | FEN1 inh | DT40 TDP1 CPT
- CN(C)C(CNC(=O)c1cc(S(=O)(=O)N2CCOCC2)ccc1Cl)c1cccs1 (stereo unspecified)
→ . | -5% | ?
- Cc1ccc(C(=O)N2c3ccccc3N(Cc3ccccc3)C(=O)C2(C)C)cc1
→ -23% | -9% | 15µM*
- CC1Sc2ccc(S(=O)(=O)CCC(=O)NCc3ccccc3)cc2NC1=O (stereo unspecified)
→ -4% | 9% | ?
- COc1ccc(OC)c(Nc2nc(NCCCN(C)C)nc(N)c2[N+](=O)[O-])c1
→ -2% | 13µM* | 4.6µM*
- Clc1ccc(-c2n[nH]c3c2CCCC3)cc1
→ -17% | -5% | 12%
- CCn1cc(C(=O)NCCC(C)C)c(=O)c2cc(S(=O)(=O)N(C)C3CCCCC3)ccc21
→ -5% | 16% | -21%
- CC1CCCCN1S(=O)(=O)c1cc2c3c(c1)CC(=O)N3CCC2 (stereo unspecified)
→ 1% | 20% | -18%
- NNc1ccc2c(C(F)(F)F)cc(C(F)(F)F)nc2n1
→ 1% | 12% | ?
- O=C(NC1CCCC1)c1cc(-c2ccc(F)cc2)on1
→ -4% | -5% | -30%
- NC(=O)C(CCC(=O)c1ccc(Br)cc1)S(=O)(=O)c1ccccc1 (stereo unspecified)
→ -3% | 1% | -5%
- CC(=O)Nc1ccc(NC(=O)C(C)OC(=O)COc2ccc(Nc3ccccc3)cc2)cc1 (stereo unspecified)
→ -4% | -2% | ?
- COc1ccc(/C=C(/C#N)c2nc(-c3ccc(-c4ccccc4)cc3)cs2)cc1OC
→ 4% | 3% | ?
- Cc1ccc(C)c(N2CCN(S(=O)(=O)c3cccc4cccnc34)CC2)c1
→ -10% | 10% | 0%
- COC(=O)c1ccccc1NC(=S)NC(=O)COc1ccccc1
→ 2% | 2% | -18%

# Other compounds.
compound	KAT2A inh	FEN1 inh	DT40 TDP1 CPT
CC1CCN(C(=O)CCCNC(=O)Cn2cnc3sc4c(c3c2=O)CCCC4)CC1	-2%	-1%	-24%
O=C(OCCN1CCN(C2=NS(=O)(=O)c3ccccc32)CC1)c1cccc(Br)c1	?	-4%	-15%
COc1ccc(NC(=S)NC(NC(=O)CCl)C(Cl)(Cl)Cl)c([N+](=O)[O-])c1 (stereo unspecified)	-18%	-29%	?
C=CCN(C(=O)Nc1ccc2c(c1)nc(C)n2C)c1ccccc1	-7%	-1%	-4%
CCC1CN(C(=O)C2CCN(S(=O)(=O)c3c(C)noc3/C=C/c3ccccc3F)CC2)c2cc(Cl)ccc2O1 (stereo unspecified)	-8%	14%	-1%
O=C(Nc1cccnc1)Nc1ccccn1	-20%	-5%	-5%
O=C(NC(Cc1ccccc1)C(=O)O)/C(=C\c1ccco1)NC(=O)c1ccco1 (stereo unspecified)	-6%	0%	14%
COc1ccc(-c2cn3c(n2)sc2cc(C(=O)Nc4ccc(C)cc4C)ccc23)cc1	-21%	-6%	-30%
